From PubChem BioAssay
LMP1 NFkB inh: Epstein-Barr LMP1 NF-kappaB reporter inhibition; AID 504558; LMP1-induced NF-kappaB luciferase reporter cells, luminescence; inhibition, % at 12.5 µM; 0.69% of 350,000 active; in the data active = inhibition above about 41%;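 note: 0% = neutral control wells and 100% = reference inhibitor control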
NCOA2 inhibitor: human SRC2 (NCOA2) inhibition. Q15596. HEK293 GAL4-SRC2 luciferase reporter, luminescence. inhibition, % at 9 µM. 0.17% of 370,000 active;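 active = inhibition above the mean inhibition of all tested compounds plus 3 SD, set per campaign, cut at about 52% in these data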;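 note: 0% = DMSO treated cells and 100% = cells given Gossypol at 36 µM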
TWEAK-Fn14 inh: inhibitors of TWEAK-Fn14 interaction signaling; inhibition, % at 10 µM; 2% of 360,000 active; TWEAK-stimulated Fn14 reporter cells, luciferase luminescence, 8 h; in the data active = inhibition above about 50%
NOD2 RIPK2 PPI: NOD2-RIPK2 protein interaction inhibition. CHO BLA complementation NOD2-RIPK2, CCF4 ratio. O43353. 0.38% of 360,000 active. inhibition, % at 4.98 µM; in the data active = inhibition above about 21%;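 note: 0% = vehicle only and 100% = reference blocker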
Target sequence (O43353 whole entry, looked up): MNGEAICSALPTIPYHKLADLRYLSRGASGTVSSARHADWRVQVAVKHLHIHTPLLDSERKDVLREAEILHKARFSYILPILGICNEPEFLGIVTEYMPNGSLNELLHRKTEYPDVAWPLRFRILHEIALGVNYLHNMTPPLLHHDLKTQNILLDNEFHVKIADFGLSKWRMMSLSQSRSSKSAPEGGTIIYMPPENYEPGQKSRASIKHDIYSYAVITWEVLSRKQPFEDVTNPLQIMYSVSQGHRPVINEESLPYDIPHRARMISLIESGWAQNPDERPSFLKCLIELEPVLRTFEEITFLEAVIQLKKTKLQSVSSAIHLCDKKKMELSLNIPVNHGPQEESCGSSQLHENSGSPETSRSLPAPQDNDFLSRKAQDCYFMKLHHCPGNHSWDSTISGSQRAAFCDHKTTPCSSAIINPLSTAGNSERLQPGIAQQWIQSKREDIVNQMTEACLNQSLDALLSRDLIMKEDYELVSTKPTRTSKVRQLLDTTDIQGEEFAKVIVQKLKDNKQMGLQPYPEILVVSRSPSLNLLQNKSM
NR5A2 inv ag: suppresses constitutive activity of human LRH-1; O00482; HEK293T StAR-luciferase reporter, LRH-1 transfected, 24 h; inhibition, % at 3.6 µM; 0.13% of 360,000 active;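 active = inhibition above the mean inhibition of all tested compounds plus 3 SD, cut at about 73% in these data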;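 note: 0% = DMSO wells and 100% = reporter-only cells lacking LRH-1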
SRC1 inh: inhibitors of human steroid receptor coactivator 1 (SRC1) | Q15788 | HEK293 GAL4-SRC1 luciferase reporter, luminescence | inhibition, % at 3.6 µM | 0.12% of 360,000 active | AID 588354;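 active = inhibition above the campaign mean plus 3 SD, with each screening campaign given its own cutoff, cut at about 60% in these data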;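 note: 0% = DMSO treated cells and 100% = gossypol at 36 µM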
NR2F2 inh: blocks human COUP-TFII nuclear receptor | HEK293T NGFI-A luciferase reporter, luminescence | inhibition, % at 8.6 µM | 0.7% of 370,000 active | AID 686940;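 active = inhibition above a per-plate cutoff, mean inhibition of test wells between control levels plus 3 SD, cut at about 38% in these data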;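 note: cells cotransfected with COUP-TFII expression vector driving the NGFI-A reporter; 0% = median of COUP-TF2 test wells and 100% = reporter-only cells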
Target sequence (P24468 whole entry, looked up): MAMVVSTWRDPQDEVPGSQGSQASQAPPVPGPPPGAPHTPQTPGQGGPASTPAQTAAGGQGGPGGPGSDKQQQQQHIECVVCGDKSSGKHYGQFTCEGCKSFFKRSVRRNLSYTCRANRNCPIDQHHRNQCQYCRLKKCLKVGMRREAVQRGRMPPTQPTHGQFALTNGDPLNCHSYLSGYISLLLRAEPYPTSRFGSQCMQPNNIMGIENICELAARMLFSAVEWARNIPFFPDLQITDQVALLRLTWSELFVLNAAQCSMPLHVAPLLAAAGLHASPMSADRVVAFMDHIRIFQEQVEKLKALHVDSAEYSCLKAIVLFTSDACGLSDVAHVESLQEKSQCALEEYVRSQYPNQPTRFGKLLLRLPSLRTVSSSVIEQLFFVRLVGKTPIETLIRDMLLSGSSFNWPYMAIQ
NCOA3 inh: human NCOA3 inhibition; 0.17% of 360,000 active; Q9Y6Q9; inhibition, % at 3.6 µM; HEK293 GAL4-SRC3 luciferase reporter, luminescence;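 active = inhibition above a per-campaign cutoff, the mean of all compounds plus 3 SD, cut at about 60% in these data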;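 note: 0% = DMSO-treated cells and 100% = gossypol-treated cells at 36 µM; higher means less SRC3-driven luciferase light from the GAL4 reporter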
C8 TRAIL sens: sensitizes caspase-8 expressing cells to TRAIL | NB7+C8 cells + TRAIL, ATPlite viability luminescence | inhibition (viability loss, TRAIL sensitization), % at 10 µM | 1% of 360,000 active;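 active = compounds causing at least 50% loss of cell viability in the single-dose screen, relative to plate controls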
TLR9-MyD88 block: TLR9-MyD88 interaction inhibition; Q9NR96+Q99836; CHO BLA complementation TLR9-MyD88, CCF4 FRET ratio; inhibition, % at 4.98 µM; 0.21% of 340,000 active; AID 504734;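 active = inhibition above the mean over all tested compounds plus 3 SD, cut at about 21% in these data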;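 note: 0% = DMSO only wells and 100% = clavulanate BLA inhibitor control wells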
TROY signal inh: inhibitors of TROY-dependent NF-kB signaling; Q293 LMP1-TROYcd NF-kB luciferase reporter, 4 h; inhibition, % at 10 µM; 0.98% of 360,000 active; AID 1347056;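 active = compounds whose plate-normalised and pattern-corrected inhibition of the luciferase reporter signal at the single screening dose is 50% or more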
* marks the source's active call; other numbers are inactive results; x = not tested or not shown. Some of the compounds tested; the hit share may differ from the screen's.

SMILES	LMP1 NFkB inh	NCOA2 inhibitor	TWEAK-Fn14 inh	NOD2 RIPK2 PPI	NR5A2 inv ag	SRC1 inh	NR2F2 inh	NCOA3 inh	C8 TRAIL sens	TLR9-MyD88 block	TROY signal inh
Cc1cc(S(=O)(=O)N2CCCCC2CCNC(=O)C(=O)NCCN2CCOCC2)ccc1F (stereo not drawn)	-0.3	-1.0	-4.6	-0.1	17.5	1.4	9.2	-1.4	0.6	2.9	5.1
Cc1ccc(-n2c(C)cc(/C=N/NC(=O)CC3(C)OCCO3)c2C)cc1	6.7	9.7	-2.4	-4.9	-0.7	-16.6	15.2	-6.9	-23.1	-8.4	-3.1
CCCCCC1CC(CC(=O)Nc2nncs2)C(=O)O1 (stereo not drawn)	2.4	-5.5	0.1	-8.9	15.2	-21.6	-5.0	-29.9	5.5	-4.6	-15.3
O=C(NCCc1ccccc1)c1c(O)c2cccc3c2n(c1=O)CC3	5.1	-15.9	-2.5	3.5	0.1	-1.8	7.0	11.4	-2.8	7.2	-24.6
CCCN(C(=O)c1cc(C)ccc1C)c1c(N)n(Cc2ccccc2)c(=O)[nH]c1=O	-15.4	2.9	0.3	-4.6	21.6	-7.9	6.3	3.4	-17.8	-12.2	3.5
COc1ccccc1-c1c(C)oc2c(CN3CCN(CCO)CC3)c(O)ccc2c1=O	-1.2	4.4	86.2*	3.4	6.8	4.7	5.7	4.8	-3.9	-3.3	x
COCCn1cnnc1SCC(=O)Nc1ccc(N2CCCCC2)cc1	1.0	-22.4	0.9	0.6	3.0	-3.8	-8.1	8.6	9.6	3.5	2.5
CSc1nnc([C@H](Cc2c[nH]c3ccccc23)NC(=O)OC(C)(C)C)o1	-12.2	-10.7	-13.0	-7.0	-10.8	-18.9	-12.0	-10.6	-9.8	-10.0	-14.5
CCN(CC)c1ncnc2c1ncn2[C@H]1CN(Cc2ccc(-c3ccccc3)cc2)C[C@@H](CO)O1	x	0.6	10.7	8.6	-12.7	8.4	18.7	-7.0	7.7	x	26.9
CCCOc1ccc(N2CC(C(=O)Nc3ccccc3C(=O)NC)CC2=O)cc1 (stereo not drawn)	-1.2	-14.6	6.8	-6.5	1.7	6.3	16.8	4.2	11.4	-2.4	-2.0
O=C(CCNC(=O)c1ccco1)Nc1ccc(OC(F)F)cc1	2.5	0.2	-0.6	1.1	-2.9	-7.3	5.6	14.0	-7.2	-2.8	-9.5
Cc1cc(C)c(S(=O)(=O)N(C)CC(=O)NCCN2CCOCC2)c(C)c1	0.8	4.8	27.3	-2.4	1.3	-24.7	1.8	-14.6	-14.2	5.4	-10.2
Cc1nn(C)c(Cl)c1NC(=O)OCc1ccc(F)cc1	6.2	1.1	-16.2	-4.3	15.4	-7.9	1.3	-13.1	-16.3	2.2	11.8
COc1ccc(C(=O)COC(=O)c2sccc2C)cc1OC	-10.8	-18.9	-27.2	-4.8	-18.7	-31.2	-36.2	-24.1	-10.5	-9.5	-26.5
Cc1ccc(OCc2cc(C(=O)Nc3ccccc3)oc2C)cc1	-9.1	-30.4	-32.2	-8.0	-24.7	-26.9	-23.0	-56.1	-3.2	9.0	-14.3
CCOC(=O)N1CCN(CCc2ccccc2)CC1	4.5	17.8	7.8	-2.3	-5.1	-15.7	1.9	-8.8	1.8	-3.9	10.3
Cc1ccc2nc(-c3ccc(NC(=O)C4CCCO4)cc3)[nH]c2c1 (stereo not drawn)	34.4	-15.0	69.8*	-7.2	-119.8	-83.1	-20.5	-89.4	57.2*	-4.5	44.2
CCN(CC)C(=O)C1CCCN(c2ccccc2[N+](=O)[O-])C1 (stereo not drawn)	-1.7	-9.8	6.4	1.9	8.3	-9.6	-22.5	8.4	-4.4	16.0	-12.2
CCc1nc(SCC(=O)Nc2cc(C)on2)n[nH]1	-4.6	0.8	-9.9	-2.3	-1.9	-16.7	6.7	11.8	9.9	0.1	9.3
Cc1cc(NC(=S)NC(=O)/C=C/c2ccc(S(=O)(=O)N3CCOCC3)cc2)ccc1Br	4.4	12.4	43.4	-0.7	-1.4	7.1	7.3	-3.5	11.8	1.9	25.9
CC(C)(C)c1ccc(-c2nc(C#N)c(NCc3ccncc3)o2)cc1	-32.1	-18.4	-17.8	1.8	-47.3	-37.1	-42.3	-37.8	5.6	6.6	-67.0
O=C1c2ccccc2C(=O)N1CCCCc1cn(C[C@H]2CC[C@@H]([C@@H]3CC[C@H](Cn4cc(CCCCN5C(=O)c6ccccc6C5=O)nn4)O3)O2)nn1	5.9	-8.6	31.4	-4.2	-5.5	-27.2	-0.8	-26.1	-2.6	-2.3	31.7
Cc1cc(C)c(C(N)=O)c(NC(=O)Nc2ccccc2Cl)n1	-12.4	-8.1	-18.2	-9.7	6.7	-5.7	2.6	-7.1	-1.7	-6.1	-56.2
O=C(c1c[nH]c(=O)n(-c2ccccc2)c1=O)N1CCc2ccccc21	-9.8	6.5	14.9	-8.7	1.1	6.9	2.7	13.1	19.4	-30.3	5.3
O=C(NCc1cccc(C(F)(F)F)c1)c1ccc(=O)[nH]c1	-0.3	-23.1	5.2	-12.5	14.4	-23.0	-6.2	2.7	-8.3	-2.0	12.4
Next section
SMILES	LMP1 NFkB inh	NCOA2 inhibitor	TWEAK-Fn14 inh	NOD2 RIPK2 PPI	NR5A2 inv ag	SRC1 inh	NR2F2 inh	NCOA3 inh	C8 TRAIL sens	TLR9-MyD88 block	TROY signal inh
O=C(NCCCCCCNC(=O)c1ccccc1O)c1ccccc1O	21.8	4.3	0.8	-1.5	9.6	-14.3	27.8	-7.7	15.0	8.2	22.9
CC(=O)Nc1ccc(NCN2C(=O)C3C4CCC(C4)C3C2=O)cc1 (stereo not drawn)	-5.6	4.6	-11.7	2.8	3.4	-1.7	17.1	7.4	-7.5	-3.6	-19.6
O=C(CC1C(=O)N(c2ccc(F)cc2)C(=O)N1Cc1ccccn1)Nc1ccccc1 (stereo not drawn)	0.0	-3.6	3.1	-4.4	-1.1	-0.3	-4.0	20.4	6.2	-14.2	-6.1
COc1ccc(NC(=O)c2oc3ccccc3c2NC(=O)C2CC2)cc1	6.7	10.0	2.6	-8.6	8.7	-6.0	4.5	16.8	4.9	-8.2	-21.6
COc1ccc(/C(N)=N/OC(=O)CN(C)S(=O)(=O)c2ccccc2)cc1	0.0	-12.1	0.6	1.5	-1.9	0.2	-17.1	14.6	6.6	x	-2.2
O=C(c1cc(O)c(O)c([N+](=O)[O-])c1)c1ccccc1F	0.1	12.5	7.4	-11.3	-0.3	11.9	0.5	1.4	-9.4	5.5	12.1
O=C(Cc1ccccc1)NCCSCc1ccco1	-3.4	-8.3	3.9	-0.8	-26.5	-12.7	20.0	-12.1	16.2	10.1	4.5
COc1ccc(Cc2c(-c3ccc(F)cc3)nc3ccc(Br)cn23)c(C)c1	x	-82.2	-35.9	6.0	-85.1	-64.5	-19.7	-58.4	15.6	x	-35.1
Cc1nc(N[C@@H](Cc2ccccc2)C(=O)O)c2oc3ccccc3c2n1	-0.3	3.7	11.0	-9.0	-0.2	-13.0	-10.4	1.8	11.2	-1.4	-3.5
O=C(NCc1ccco1)C1(c2ccc(Br)cc2)CCCC1	-6.9	21.2	-7.9	-3.5	22.5	-9.2	3.6	13.1	0.5	-4.5	3.4
Cc1cnc(C(=O)Nc2ccc(N3CCCCC3)cc2)cn1	-5.9	-62.6	-31.1	-18.7	-115.2	-91.8	-35.8	-102.8	18.9	2.2	-35.0
COc1cc(/C=N/OCC(=O)NC2CCCCC2C)ccc1OCc1ccc(Cl)cc1 (stereo not drawn)	2.5	-30.9	46.7	-0.6	-122.5	-107.8	-59.1	-55.9	26.6	-10.2	-17.8
CCC1=NN(C(=O)Cc2ccccc2)C(O)(c2ccncc2)C1 (stereo not drawn)	1.4	13.6	-8.0	1.9	13.8	12.3	-4.8	0.0	-4.4	4.4	-19.4
Nc1ccc(C(=O)c2ccccc2C(=O)O)cc1Cl	-2.2	4.1	-7.8	2.4	16.4	-6.4	8.5	-7.6	11.8	1.8	3.7
COCCN1C(=O)CSCC1(C)C(=O)Nc1ccc2c(c1)OCCO2 (stereo not drawn)	x	2.1	x	1.6	-0.6	x	-0.6	x	-5.3	x	x
COc1ccc(OC)c(Cc2nnc(CCC(=O)NC3CCCC3)o2)c1	-3.5	-21.8	-9.9	-5.2	2.0	-1.8	8.2	11.9	2.9	2.8	-5.2
CC(C)[C@H](NC(=O)c1ccccc1F)C(=O)Nc1ccc(F)c(F)c1	-4.6	8.1	-9.0	-9.3	-8.4	-0.3	-9.4	-15.2	1.0	6.2	2.0
Cc1ccc2[nH]c(=O)c(CC(=O)O)c(-c3ccccc3)c2c1	2.9	-38.3	15.2	-7.1	6.6	2.5	7.0	-13.9	-6.9	8.4	-15.5
O=C(COC(=O)[C@@H]1CCCN1S(=O)(=O)c1ccc(Cl)cc1)NC1CCS(=O)(=O)C1 (stereo partly drawn)	0.1	10.1	3.1	-10.2	-6.9	-9.9	-18.6	-7.8	-9.7	3.8	1.2
COc1ccccc1CNC(=O)C(C)NS(=O)(=O)c1ccccc1 (stereo not drawn)	8.9	7.4	2.2	-5.5	-10.8	-14.9	5.9	-3.8	-7.2	13.3	25.7
O=S(Cc1ccc(Cl)cc1)CC(O)COCc1ccc(Cl)cc1 (stereo not drawn)	13.2	-13.2	26.4	2.2	-15.7	3.2	-5.9	0.7	3.0	0.6	-11.9
O=C(COC(=O)CNC(=O)c1ccco1)Nc1ccccc1OC(F)F	3.3	-20.6	-7.1	-15.6	0.5	-2.4	-7.4	7.4	-8.5	1.8	0.6
c1ccc(-c2noc(CN3CCc4sccc4C3)n2)cc1	-6.5	-68.0	-0.2	-3.5	-6.8	-18.6	-10.2	-10.7	0.2	-18.8	-18.3
COc1cc(S(=O)(=O)n2ccc(C)n2)c(OC)cc1Cl	-5.3	-3.9	6.5	-7.0	5.0	8.2	-14.2	22.1	24.4	1.6	-14.9
CCN(CC)CCN1C(=O)C(=O)/C(=C(/O)c2c(C)[nH]c(C(=O)OC)c2C)C1c1ccc(C)o1 (stereo not drawn)	2.6	-14.0	-0.3	9.7	7.3	-8.9	-15.4	15.1	-9.9	-9.7	-11.3
O=C(CCCc1nc(-c2ccccc2Cl)no1)NC1CCCC1	22.6	90.4*	91.5*	-4.7	25.6	45.0	73.5*	62.5*	1.7	-7.8	51.8*
O=C(CSc1nnc(-c2ccccc2)c(-c2ccccc2)n1)NCc1ccco1	-10.1	12.1	7.7	-0.3	-1.0	-8.3	6.4	11.0	0.5	0.9	5.3
COc1ccc(N(CC(=O)N/N=C/c2ccc(C(=O)O)cc2)S(=O)(=O)c2ccc(NC(C)=O)cc2)cc1	4.2	-7.9	28.6	-15.3	-17.6	-9.3	14.0	-9.8	-1.5	-8.0	-7.6

Three compounds already listed, arranged by the number in NOD2 RIPK2 PPI, ascending.
molecule	LMP1 NFkB inh	NCOA2 inhibitor	TWEAK-Fn14 inh	NOD2 RIPK2 PPI	NR5A2 inv ag	SRC1 inh	NR2F2 inh	NCOA3 inh	TLR9-MyD88 block
O=C(COC(=O)CNC(=O)c1ccco1)Nc1ccccc1OC(F)F	3.3	-20.6	-7.1	-15.6	0.5	-2.4	-7.4	7.4	1.8
COc1ccc(N(CC(=O)N/N=C/c2ccc(C(=O)O)cc2)S(=O)(=O)c2ccc(NC(C)=O)cc2)cc1	4.2	-7.9	28.6	-15.3	-17.6	-9.3	14.0	-9.8	-8.0
CC(=O)Nc1ccc(NCN2C(=O)C3C4CCC(C4)C3C2=O)cc1 (stereo not drawn)	-5.6	4.6	-11.7	2.8	3.4	-1.7	17.1	7.4	-3.6
